Abeta rescue: A-beta toxicity reversal in yeast. Potency, µM (highest dose often 46.1 µM), inactives show at the highest dose growth rescue, hits mostly activators. 410,000 tested, 0.063% active. AID 1347071. yeast expressing A-beta42, growth rescue, OD600, 48 h; response scale: 0% DMSO, 100% iron-clioquinol control; further: potency means the concentration at half of the fitted maximal effect; nearly all actives have a fitted effect of over 55% in size
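Yeast A-beta toxicity model in growth medium with pinned compounds, 48 h at 30 C; growth read as absorbance at 600 nm. Normalized to FeCl3/clioquinol equimolar mix (positive) and DMSO (negative).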
TGFb inhibitor: TGF-b pathway inhibition; HepG2 CAGA-GFP TGF-b/SMAD3 reporter, GFP fluorescence, 18 h; TGF-beta stimulated, 500 pg/mL final; Potency, µM (doses to about 46.1 µM), without a hit: at the top dose activity, negative = inhibition, hits mostly inhibitors; 410,000 tested, 1.2% active; AID 588855; further: potency means the concentration at half of the fitted maximal effect; on the % scale 0 is the no-effect control and ±100 the full control effect; nearly all actives have a fitted effect of over 65% in size
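First, reporter cells (HEPG2 CAGA-GFP) rested 2 h at 37 degrees C. Next, compounds were pinned in and TGF-beta added to 500 pg/mL final. After 18 h, GFP was imaged per cell and summed per well.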
Mm-Cpn inhibitor: M. maripaludis TRiC chaperonin inhibition; purified Mm-Cpn ATPase, ADP Transcreener TR-FRET; Potency, µM (doses to about 76.9 µM), for inactives: at the top dose activity, negative = inhibition, actives largely listed as inhibitors; 330,000 tested, 0.031% active; AID 504842; further: potency means the concentration at half of the fitted maximal effect; on the % scale 0 is the no-effect control and ±100 the full control effect; nearly all actives have a fitted effect of over 80% in size
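25 nM Mm-CPN + cpd, 10 min 37°C; + 10 uM ATP, 30 min 37°C; buffer 30 mM Tris pH 7.4, 100 mM KCl, 5 mM MgCl2, 1 mM DTT; Transcreener ADP HTRF detection 30 min RT.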
HepG2 viability: HepG2 cytotoxicity, counter-screen for TGF-b inhibitors | HepG2 CAGA-GFP viability, ATP luminescence, 18 h | 410,000 tested, 0.76% active | Potency, µM (titrated, usually from 46.1 µM), for inactives: at the highest dose activity change, negative = cytotoxicity, usual class: cytotoxic; further: potency means the concentration at half of the fitted maximal effect; some results filed as inactive show a strong effect at the top dose
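HepG2 CAGA-GFP cells (1000/well, DMEM with 1% FBS) received compound, then TGF-beta at 500 pg/mL final, and were incubated 18 hours at 37 degrees C. Viability was read by CellTiter-Glo luminescence. Media-only wells were set as complete cell-killing and DMSO as no toxicity.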
Akt phos inh: Akt phosphorylation inhibition; activity change, % for hits at 50 µM; Neuro2A IGF-stimulated pAkt S473 HTRF, 20 min; active compounds read low; 360,000 tested, 0.32% active; in the data active means activity change below about -80%; inconclusive means mostly about -51% to -80%; further: on the % scale 0 is the no-effect control and ±100 the full control effect
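Single-point screen (50 µM final compound) in Neuro2A cells stimulated 20 min with 6 nM IGF at 37 deg C. After lysis, Ser473-phosphorylated Akt read by HTRF (ex 330 nm, em 615/665 nm) as the 665/615 ratio.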
Nrf2 ARE act: activators of Nrf2 (ARE) signaling | AREc32 ARE-luciferase reporter (MCF7-derived line), luminescence, 24 h | Potency, µM (highest dose often 46.1 µM), inactives show at the top dose activation, actives largely listed as activators | 410,000 tested, 0.31% active; further: potency means the concentration at half of the fitted maximal effect; % of control where 0% means no effect; nearly all actives have a fitted effect of over 65% in size
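AREc32 cells carrying an ARE-driven firefly luciferase reporter were seeded at 1000 cells/well in OPTI-MEM with 5% FBS, then exposed to compound for 24 hr at 37 deg C. Luminescence was read with Steady-Glo after 30 min at RT.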
Nrf2 block: blocks Nrf2 signaling; 360,000 tested, 2.1% active; Potency, µM (titrated, usually from 46 µM), for the others: at the top dose activity change, negative = inhibition, usual class: inhibitors; A549 ARE-Fluc reporter, luciferase luminescence, 18-24 h; further: potency means the concentration at half of the fitted maximal effect; on the % scale 0 is the no-effect control and ±100 the full control effect; nearly all actives have a fitted effect of over 60% in size
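A549 ARE_Fluc cells, 5000/well, 5% FBS OPTI-MEM; compounds in dose-response, 18-24 h at 37 °C/5% CO2; CellTiter-Fluor viability read (Ex 405/Em 525), then BugLite luciferase luminescence = Nrf2 activity.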
CCT modulator: cytosolic chaperonin activity modulation; purified chaperonin ATPase assay, HTRF ADP detection, 30 min; activity change, % (test concentration not listed), hits read low; AID 651819; 360,000 tested, 0.3% active; in the data active means activity change below about -30%; further: on the % scale 0 is the no-effect control and ±100 the full control effect
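ATPase activity: ADP formed was measured by HTRF Transcreener (665/615 nm ratio) after 30 min at 37 deg C with 10 uM ATP. Compounds screened at one 76 uM concentration against 40 or 20 nM TRiC in Tris pH 7.4/KCl/MgCl2/DTT buffer.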
A549 tox: counter-screen for Nrf2 inhibitors: cytotoxicity in A549 cells | A549 ARE-Fluc cells, CellTiter-Fluor viability, 18-24 h | Potency, µM (series often up to 46 µM), for the others: at the highest dose activity change, negative = cytotoxicity, hits mostly inhibitors | 390,000 tested, 0.16% active; further: potency means the concentration at half of the fitted maximal effect; on the % scale 0 is the no-effect control and ±100 the full control effect
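A549 ARE_Fluc cells in 5% FBS OPTI-MEM were exposed to compounds in concentration-response for 18-24 h at 37 deg C. Viability was read by CellTiter-Fluor fluorescence (Ex 405/Em 525) after 30 min, before the luciferase read.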
* hit, by the source's call; i = inactive; ? = inconclusive; nt = not tested or not shown; [ ] = dose if it differs, or a comment. Unless noted, the call rests on the fitted dose curve; in most records, active means well fitted curve in the direction sought with a large enough effect; inconclusive means small, poorly fitted or top-dose-only effect, or another doubt; inactive means no such curve, though single readings can be large; an effect the other way counts as inactive or inconclusive.

Below each compound – TGFb inhibitor | Nrf2 ARE act | Akt phos inh | HepG2 viability | CCT modulator | A549 tox | Abeta rescue | Mm-Cpn inhibitor | Nrf2 block
- COc1ccccc1N1CCN(C(=O)c2ccc3nc[nH]c3c2)CC1
    0% | -0.6% | i | -20% | -0.7 | -2% | 5% | -2% | 3%
- COC(=O)c1ccccc1N=NNc1ccc([N+](=O)[O-])cc1
    -1% | 7.1% | i | -1% | -1.1 | nt | -10% | nt | nt
- C=CCS/C(N)=N\N=C\c1cc(Br)cc([N+](=O)[O-])c1O
    21% | 0.2% | i | 49% | -0.9 | -17% | -4% | 0% | -24%
- CCN1CCN(c2ccc(S(=O)(=O)N3CCOCC3)cc2NC(=O)c2ccc(C)cc2C)CC1
    12% | -0.1% | i | 3% | -0.4 | 3% | 6% | -2% | -9%
- Cc1cc(=O)c(C(=O)O)c(C)n1-c1ccccc1
    -2% | 0.4% | i | -15% | 1.3 | 1% | 10% | nt | -11%
- CNc1ncnc2c1ncn2[C@H]1CN(Cc2ccncc2)C[C@@H](CO)O1
    27% | -0.5% | i | 7% | 1.0 | nt | -6% | nt | nt
- COc1ccccc1NS(=O)(=O)c1cc(NC(=O)Nc2cccc(C)c2)ccc1N1CCCCC1
    -1% | 1.9% | i | 3% | -3.5 | 0% | -6% | 4% | 4%
- O=C(NC1CCCCC1)C(c1ccc(O)c(O)c1)N(C(=O)Cn1nnc2ccccc21)c1cccc(O)c1 (centres undefined)
    2% | 0.0% | i | -4% | -1.9 | -11% | -2% | 0% | -10%
- Cc1cc(Cl)ccc1Oc1ccccc1C(=O)CC#N
    ? | 0.2% | i | -4% | -2.5 | -25% | -1% | -13% | -62%
- c1ccc2c(C3=NNC(=NC4CC4)SC3)c[nH]c2c1
    3% | -0.2% | i | 8% | -2.0 | 7% | -3% | 1% | ?
- COc1ccccc1C1=NOC(CN2C(=O)c3ccccc3S2(=O)=O)C1 (centres undefined)
    -2% | 5.8% | i | -3% | 1.4 | 6% | -5% | -3% | ?
- CS(=O)(=O)n1nc(-c2cccnc2)nc1NCc1ccccc1
    -1% | 0.3% | i | -3% | -2.8 | 5% | -12% | 1% | 1%
- Cc1ccc(S(=O)(=O)c2cn(C)c3cc(N4CCOCC4)c(F)cc3c2=O)c(C)c1
    ? | -1.0% | nt | 0% | nt | ? | -5% | nt | nt
- CN1CCN(c2ccc(S(=O)(=O)N3CCCCC3)cc2NC(=O)COc2ccc(F)cc2)CC1
    15% | 0.4% | i | 15% | -0.5 | -5% | 15% | 1% | 8%
- CCN1C(=O)CSc2ccc(C(=O)NCc3ccco3)cc21
    0% | 8.8% | i | -24% | -3.8 | 14% | -5% | 1% | 1%
- [O-]/C(=C(\C(=S)NCCN1CCOCC1)[n+]1ccccc1)c1ccc(Cl)s1
    ? | -0.5% | i | -5% | 1.3 | 0% | -6% | -3% | 26%
- O=C(Nc1ccc2oc(-c3ccc4ccccc4c3)nc2c1)c1cccc(Cl)c1Cl
    -11% | -0.1% | nt | -10% | nt | 2% | -19% | nt | 18%
- OC1c2c(F)cccc2N=C2CCCCCN21 (centres undefined)
    -1% | 0.5% | i | -1% | 1.9 | nt | -13% | nt | nt
- CC(C(=O)N1CCOCC1)N1C(=O)c2ccccc2C1=O (centres undefined)
    -1% | 3.7% | i | 16% | 0.5 | 14% | 4% | 2% | 15%
- Cc1ccc(NC2=CC(=O)CC(c3ccc(Cl)cc3)C2)cc1 (centres undefined)
    0% | 0.1% | i | 13% | -2.5 | 4% | -14% | 1% | -15%
- CCOc1ccc(N(CC(=O)N/N=C/c2cc(Br)c(C)o2)S(C)(=O)=O)cc1
    0% | -0.4% | i | 6% | 2.4 | 1% | 9% | 4% | 0%
- CC(C)CCN1C(Nc2ccccc2)=NC[C@@H]1CC(C)C
    -17% | -0.4% | i | -18% | -0.4 | -2% | -25% | 0% | 15%
- O=S(=O)(Nc1ccc(Br)cc1)c1cccc2cccnc12
    0% | 4.8% | i | -21% | -5.0 | -5% | -7% | 3% | ?
- Cc1ccc2[nH]c3c(c2c1)CN(C(=O)CN1CCN(c2cccc(C)c2C)CC1)CC3
    ? | 5.4% | i | -37% | -4.9 | ? | 16% | -6% | nt
- Cc1nc2ccccc2n1C1CCN(CC(=O)NCc2ccc(F)cc2)CC1
    -20% | 0.4% | i | -5% | -2.1 | 14% | -8% | 1% | 0%
- CNc1nc(-c2ccc3c(c2)CCN3C(=O)CC(C)(C)C)c(C)s1
    -6% | 9.6% | i | 5% | 2.4 | 0% | -6% | -1% | ?
- CC1(C)C(=O)OC(/C=C\c2ccccc2)C(C)(C)C1=O (centres undefined)
    -2% | -0.1% | i | -12% | -0.2 | -1% | 0% | 2% | -3%
- CCc1ccc(CNc2nc3nc(C)c(Cc4ccccc4)c(=O)n3[nH]2)cc1
    12% | 0.2% | nt | 5% | nt | 4% | 2% | nt | -4%
- Cn1cc(CN2CCCC(C(=O)c3cccs3)C2)c(-c2cccc(Cl)c2)n1 (centres undefined)
    6% | 4.5% | i | -19% | -4.1 | 1% | 10% | -4% | -6%
- CCOC(=O)N1CCC(NC(=O)c2cnn3cccnc23)CC1
    -6% | -0.3% | i | 7% | -1.6 | 2% | 18% | -1% | ?

Filtered by structure, the entries above with an aryl methoxy group.
Below each compound – TGFb inhibitor | Nrf2 ARE act | Akt phos inh | HepG2 viability | CCT modulator | A549 tox | Abeta rescue | Mm-Cpn inhibitor | Nrf2 block
- COc1ccccc1N1CCN(C(=O)c2ccc3nc[nH]c3c2)CC1
    0% | -0.6% | i | -20% | -0.7 | -2% | 5% | -2% | 3%
- COc1ccccc1NS(=O)(=O)c1cc(NC(=O)Nc2cccc(C)c2)ccc1N1CCCCC1
    -1% | 1.9% | i | 3% | -3.5 | 0% | -6% | 4% | 4%
- COc1ccccc1C1=NOC(CN2C(=O)c3ccccc3S2(=O)=O)C1 (centres undefined)
    -2% | 5.8% | i | -3% | 1.4 | 6% | -5% | -3% | ?

Following part:
Below each compound – TGFb inhibitor | Nrf2 ARE act | Akt phos inh | HepG2 viability | CCT modulator | A549 tox | Abeta rescue | Mm-Cpn inhibitor | Nrf2 block
- CSc1ccccc1C(=O)NCCCOC(C)C
    -13% | -0.8% | i | -1% | -1.2 | -2% | 21% | 0% | -4%
- CCOC(=O)c1sc(N2C(=O)c3oc4ccc(F)cc4c(=O)c3C2c2cccc(OC)c2)nc1C (centres undefined)
    -21% | -0.6% | nt | 3% | nt | -6% | -11% | nt | -14%
- O=C(CCc1ccccc1)Nc1ccc2ccccc2n1
    -28% | 0.0% | i | -18% | -0.6 | 1% | 11% | -2% | ?
- O=C(N/N=C/C=C/c1ccccc1[N+](=O)[O-])c1ccncc1
    15% | 19% | i | -2% | -0.4 | -2% | 0% | 0% | 6%
- COc1ccc(N(CC(=O)Nc2ccc3c(c2)OCO3)S(=O)(=O)c2c(C)nn(C)c2C)cc1
    -2% | 0.1% | i | -27% | -14 | -3% | 9% | -1% | 11%
- O=C(O)CCNC(=O)C12CC3CC(CC(C3)C1)C2
    3% | -0.1% | i | 4% | 1.5 | -2% | -13% | -1% | 9%
- NC(=O)COC(=O)CCSc1ccc(Cl)cc1
    -5% | 0.0% | i | -45% | -0.8 | 3% | 4% | 2% | -7%
- O=c1[nH]c2cc3c(cc2cc1C(c1nnnn1Cc1ccccc1)N1CCCc2ccccc21)OCO3 (centres undefined)
    5% | 0.1% | i | -6% | -2.8 | 2% | -5% | 1% | 3%
- Cc1nnc(N2CCN(C(=O)NCCC(C)C)CC2)c2nn(-c3ccc(Cl)cc3)c(C)c12
    -4% | -0.6% | nt | 2% | nt | 15% | -11% | nt | 16%
- Cc1cccc(C)c1NC(=O)C1(N(Cc2ccco2)C(=O)CC2NC(=O)NC2=O)CCCCC1 (centres undefined)
    7% | -0.4% | i | -3% | -1.6 | -2% | -15% | -1% | -14%
- CC(/C=N/NC(=O)c1cnccn1)=C\c1ccco1
    0% | 8.9µM* | i | -48% | -1.7 | -12% | -11% | -1% | 24%
- O=C/C(=C\Nc1ccc(Cl)cn1)c1nc2ccccc2o1
    14% | ? | i | 11% | -6.1 | -10% | 4% | 2% | 1%
- CCN1C(=O)[C@@H]2[C@@H](c3ccc(-c4ccc(OC)cc4)cc3)N3CCC[C@@]3(C(=O)OC)[C@@H]2C1=O
    6% | 2.9% | i | 1% | -13 | -10% | 0% | -1% | -1%
- CC1CCCc2sc3nc(NCc4ccco4)n4ncnc4c3c21 (centres undefined)
    -1% | 16% | i | 5% | -0.4 | 2% | -90%[inhibitor] | 0% | nt
- COCCCNC(=O)COc1ccc(Br)cc1Cl
    -21% | 2.5% | i | -15% | 0.4 | 3% | -3% | -1% | 18%
- O=C(N1CCCCCC1)N1CCN(S(=O)(=O)N2CCOCC2)CC1
    10% | -0.4% | nt | -20% | -3.7 | 1% | -1% | 0% | -1%
- COc1ccc(CCNC(=O)c2ccc3c(c2)OCCO3)cc1
    0% | 1.9% | i | -2% | -4.5 | -4% | 0% | -28% | ?
- CN1CCCN(Cc2ccccc2Br)CC1
    -17% | 0.0% | i | -15% | 0.8 | 1% | -28% | -1% | 2%
- COc1ccccc1N1CCN(C(=S)NC(=O)c2ccc([N+](=O)[O-])cc2)CC1
    -24% | 0.3% | i | -23% | -0.3 | nt | 7% | nt | nt
- COc1ccccc1N1CCN(c2ccc(S(=O)(=O)N3CCN(C)CC3)cn2)CC1
    -22% | 0.0% | i | -23% | -0.4 | 2% | -4% | -2% | -8%
- CCC(=O)N1C(=O)CCN(C(C)=O)c2ccccc21
    7% | -0.2% | i | 5% | -0.8 | 0% | -55%[inhibitor] | 1% | 17%
